Screening results from PubChem.
GRK2 inh – compounds blocking aptamer binding on GRK2 – biochemical, human GRK2, bead flow cytometry, HTS, primary screen | inhibition of aptamer binding, % at 10 µM | FAM-aptamer displacement from GRK2 | AID 488847, 2010 | Beta-adrenergic receptor kinase 1 (Homo sapiens), P25098 | 330,000 compounds, 0.59% hits;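 active means inhibition of aptamer binding above 40%, roughly 3 SD of noise, on plates passing a quality check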;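 further: median bead fluorescence of bound FAM aptamer so fluorescent compounds give negative values; no value below 0 was filed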
MEX-5 binding – MEX-5 zinc finger RNA-binding disruptors – biochemical, C. elegans, fluorescence polarization, MLPCN library, primary screen. Zinc finger protein mex-5 (Caenorhabditis elegans), Q9XUB2. MEX-5/FITC-TCR2 RNA binding; stronger effect = lower value. activity score (negative = inhibition of binding), % at 10 µM. 300,000 compounds, 0.38% hits;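 active means inhibition past about -25% in most replicates, and total fluorescence under double the plate's negative control median, limit read from the data; inconclusive means replicates evenly split on the limit, or fluorescence at least double controls; inactive means too little inhibition in most replicates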;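 further: 0% = DMSO and -100% = 5 µM competing unlabeled TCR2 RNA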
Target sequence (Q9XUB2 whole entry, looked up): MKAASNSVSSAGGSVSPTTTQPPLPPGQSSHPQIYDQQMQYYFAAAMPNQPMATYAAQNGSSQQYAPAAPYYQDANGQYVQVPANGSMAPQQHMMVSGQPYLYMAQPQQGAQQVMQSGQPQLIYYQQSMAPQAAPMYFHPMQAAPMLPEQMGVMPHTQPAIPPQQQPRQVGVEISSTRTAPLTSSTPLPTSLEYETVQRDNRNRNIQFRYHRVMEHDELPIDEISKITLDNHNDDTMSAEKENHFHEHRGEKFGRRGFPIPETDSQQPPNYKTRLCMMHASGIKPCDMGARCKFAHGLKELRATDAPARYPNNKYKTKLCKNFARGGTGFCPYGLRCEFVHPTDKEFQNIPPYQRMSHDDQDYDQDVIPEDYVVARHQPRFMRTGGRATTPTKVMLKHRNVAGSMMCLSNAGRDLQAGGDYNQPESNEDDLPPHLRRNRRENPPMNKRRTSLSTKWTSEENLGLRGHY
MCL1 BIM primary – inhibitors of MCL1 binding to BIM-BH3, primary screen, biochemical, fluorescence polarization; 320,000 compounds, 0.68% hits; GST-MCL1 / FITC-Bim-BH3 fluorescence polarization; inhibition, % at 10.9 µM; AID 2057, 2009; Induced myeloid leukemia cell differentiation protein Mcl-1 (Homo sapiens), Q07820;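 active means inhibition above the mean inhibition of all tested compounds plus 3 SD, set per campaign, cut at about 40% in these data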;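 further: 0% = DMSO wells and 100% = unlabeled Bim-BH3 peptide control; higher means more loss of mP so more displacement of Bim peptide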
Yeast superoxide – reduction of superoxide in aged yeast, primary screen, HTS. S. cerevisiae aged cells, superoxide DHE fluorescence; stronger effect = lower value. superoxide response (% of plate mean), % at 10 µM. 330,000 compounds, 0.18% hits;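 active means superoxide response under a set limit, about three screen SD below normal, cut at about 65% in these data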;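 further: yeast aged for seven days with compound at 30 °C before DHE staining; 100% = average MFI of all compound-treated wells on the plate with controls excluded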
CIT2-GFP yeast – modulators of CIT2-GFP expression in yeast, primary screen, S. cerevisiae, GFP fusion, multiplex flow cytometry, MLPCN library; S. cerevisiae CIT2-GFP strain, 3 h; 100 means same as DMSO wells; GFP response vs DMSO, % at 10 µM; 320,000 compounds, 0.065% hits; AID 2029, 2009;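 active means GFP response relative to DMSO above a set limit, near the screen mean plus 3 SD, cut at about 150% in these data; inconclusive means Fewer than 70 cells measured for a yeast strain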;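 further: ratio of well median GFP fluorescence to mean of DMSO wells on the plate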
VLA-4 inh – inhibition in human VLA-4 binding assay, primary screen, VLA-4 allosteric modulator project, MLPCN library, flow cytometry, VLA-4 expressing cells. inhibition, % (about 7 µM as worked out from the volumes in the protocol). Integrin alpha-4 (Homo sapiens), P13612. 330,000 compounds, 0.2% hits. ligand binding flow cytometry. AID 2557, 2010; in the data active means inhibition above about 50%
AGP1 TOR yeast – modulators of AGP1-GFP expression in yeast TOR pathway, primary screen, cell-based, multiplex flow cytometry, S. cerevisiae, MLPCN library | 3 h; GFP as percent of DMSO wells | GFP response vs DMSO, % at 10 µM | 320,000 compounds, 0.02% hits | AID 2066, 2009;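 active means GFP response relative to DMSO above a set limit, near screen average plus 3 SD, cut at about 150% in these data; inconclusive means fewer than 70 cells counted for the yeast strain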;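 further: median GFP channel fluorescence of the gated AGP1 strain per well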
Bcl-xL primary – inhibitors of human Bcl-xL, primary screen, biochemical, fluorescence polarization, HTS; inhibition, % at 10.9 µM; AID 2129, 2009; GST-Bcl-xL / FITC-Bim BH3 peptide fluorescence polarization; Bcl-2-like protein 1 (Homo sapiens), Q07817; 320,000 compounds, 0.7% hits;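 active means inhibition above the mean of all tested compounds plus 3 SD, cutoff set per campaign, cut at about 30% in these data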;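 further: 0% = DMSO wells and 100% = unlabeled Bim-BH3 peptide competitor; inhibitors lower millipolarization by displacing the labeled peptide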
GLD-1 TGE inh – GLD-1/TGE RNA complex disruptors, primary screen, biochemical, fluorescence polarization; purified GLD-1 + fluorescein TGE RNA; inhibition, % at 5.96 µM; 320,000 compounds, 0.44% hits; AID 2280, 2010;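 active means percent inhibition above a per-plate cutoff, the plate mean of test compounds plus 3 SD, cut at about 30% in these data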;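 further: 0% = DMSO wells with GLD-1 and probe and 100% = wells lacking GLD-1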
Target sequence (Q17339 whole entry, looked up): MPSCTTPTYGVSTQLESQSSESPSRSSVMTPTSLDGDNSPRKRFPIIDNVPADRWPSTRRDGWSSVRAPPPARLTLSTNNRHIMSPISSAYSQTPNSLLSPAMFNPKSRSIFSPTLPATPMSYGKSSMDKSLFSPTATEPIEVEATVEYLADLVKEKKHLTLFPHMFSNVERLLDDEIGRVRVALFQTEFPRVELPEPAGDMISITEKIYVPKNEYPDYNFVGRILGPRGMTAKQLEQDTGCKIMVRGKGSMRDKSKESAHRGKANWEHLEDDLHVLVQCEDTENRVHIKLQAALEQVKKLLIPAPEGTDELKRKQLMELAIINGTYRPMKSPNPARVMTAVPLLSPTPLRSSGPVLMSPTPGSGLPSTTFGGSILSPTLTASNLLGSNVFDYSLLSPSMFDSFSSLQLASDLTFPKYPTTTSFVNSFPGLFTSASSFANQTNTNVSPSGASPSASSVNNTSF
* = called active by the depositor.

How did NS(=O)(=O)c1cc2c(cc1Cl)NC(c1ccccc1OCC(=O)O)NS2(=O)=O (centres undefined) do in these assays?
GRK2 inh: 0; MEX-5 binding: -0.7; MCL1 BIM primary: 2; Yeast superoxide: 121; CIT2-GFP yeast: 100; VLA-4 inh: 25; AGP1 TOR yeast: 103; Bcl-xL primary: 8; GLD-1 TGE inh: -8

Results for Cn1c2c(c(=O)n(C)c1=O)CN(CCCN1CCOCC1)CN2 ?
GRK2 inh: 1; MEX-5 binding: 0.1; MCL1 BIM primary: 7; Yeast superoxide: 103; CIT2-GFP yeast: 100; VLA-4 inh: -3; AGP1 TOR yeast: 101; Bcl-xL primary: 6; GLD-1 TGE inh: -5

Results for O=C1C(Cl)=C(NCC2CCCO2)C(=O)N1CCc1ccccc1 (centres undefined) ?
GRK2 inh: 0; MEX-5 binding: -2.6; MCL1 BIM primary: 4; Yeast superoxide: 117; CIT2-GFP yeast: 91; VLA-4 inh: 4; AGP1 TOR yeast: 98; Bcl-xL primary: 4; GLD-1 TGE inh: 3

What do the screens show for `CSc1ccccc1NC(=O)C(=O)c1c[nH]c2ccccc12`?
GRK2 inh: 0; MEX-5 binding: -1.5; MCL1 BIM primary: 2; Yeast superoxide: 100; CIT2-GFP yeast: 92; VLA-4 inh: 9; AGP1 TOR yeast: 100; Bcl-xL primary: 7; GLD-1 TGE inh: 0

What do the screens show for `COc1ccc(CN2C(=O)c3cccnc3C2=O)cc1S(=O)(=O)N1CCCCC1`?
GRK2 inh: 7; MCL1 BIM primary: -1; Yeast superoxide: 91; CIT2-GFP yeast: 97; VLA-4 inh: -5; AGP1 TOR yeast: 93; Bcl-xL primary: 1; GLD-1 TGE inh: -4

What do the screens show for `O=C(Nc1nc(-c2cc(F)ccc2F)cs1)c1cccc(N2C(=O)CCC2=O)c1`?
GRK2 inh: 0; MEX-5 binding: 0.6; MCL1 BIM primary: -11; Yeast superoxide: 103; CIT2-GFP yeast: 101; VLA-4 inh: -6; AGP1 TOR yeast: 106; Bcl-xL primary: -11; GLD-1 TGE inh: -11

What do the screens show for `CC(C)(C)N1C(=O)[C@H]2[C@@H](c3ccc(Br)cc3)N3C(=O)N(c4cccc(F)c4)C(=O)[C@@]3(Cc3ccccc3)[C@H]2C1=O`?
GRK2 inh: 0; MEX-5 binding: -0.8; MCL1 BIM primary: -4; Yeast superoxide: 99; CIT2-GFP yeast: 67; VLA-4 inh: 8; AGP1 TOR yeast: 78; Bcl-xL primary: -2; GLD-1 TGE inh: 0

What do the screens show for `CS(=O)(=O)N1CCC(C(=O)Nc2ccccc2F)CC1`?
GRK2 inh: 1; MEX-5 binding: 1.0; MCL1 BIM primary: 0; Yeast superoxide: 119; CIT2-GFP yeast: 100; VLA-4 inh: 8; AGP1 TOR yeast: 95; Bcl-xL primary: 3; GLD-1 TGE inh: -7

Results for Cc1cccc(CN(C)CCc2ccccn2)c1 ?
GRK2 inh: 4; MEX-5 binding: 0.0; MCL1 BIM primary: 6; Yeast superoxide: 96; CIT2-GFP yeast: 99; VLA-4 inh: 2; AGP1 TOR yeast: 96; Bcl-xL primary: 8; GLD-1 TGE inh: -6

How did COC(=O)c1ccccc1NC(=O)CSc1nc(N)cc(=O)[nH]1 do in these assays?
GRK2 inh: 27; MEX-5 binding: -1.5; MCL1 BIM primary: 16; Yeast superoxide: 91; CIT2-GFP yeast: 97; VLA-4 inh: 6; AGP1 TOR yeast: 103; Bcl-xL primary: 6; GLD-1 TGE inh: 2

Results for CCn1c(SCC(=O)NNC(=S)Nc2ccc(C)cc2)nnc1-c1ccc(Cl)cc1 ?
GRK2 inh: 0; MEX-5 binding: 1.8; MCL1 BIM primary: 8; Yeast superoxide: 116; VLA-4 inh: -2; Bcl-xL primary: 7; GLD-1 TGE inh: 4

Results for CCn1c(=O)c(C(=O)Nc2ccsc2C(=O)OC)c(O)c2ccccc21 ?
GRK2 inh: 2; MEX-5 binding: 0.5; MCL1 BIM primary: 3; Yeast superoxide: 114; CIT2-GFP yeast: 69; VLA-4 inh: 1; AGP1 TOR yeast: 63; Bcl-xL primary: -1; GLD-1 TGE inh: 0

Results for O=C(c1cnn(C(=O)COc2ccc(Cl)cc2)c1)c1ccccc1O ?
GRK2 inh: 1; MEX-5 binding: 1.6; MCL1 BIM primary: 2; Yeast superoxide: 93; CIT2-GFP yeast: 91; VLA-4 inh: 5; AGP1 TOR yeast: 96; Bcl-xL primary: -6; GLD-1 TGE inh: 4

How did O=C1c2ccccc2C2(c3ccccc3)NCCN12 (centres undefined) do in these assays?
GRK2 inh: 3; MEX-5 binding: -2.5; MCL1 BIM primary: 7; Yeast superoxide: 95; CIT2-GFP yeast: 95; VLA-4 inh: 11; AGP1 TOR yeast: 97; Bcl-xL primary: 1; GLD-1 TGE inh: 8

Results for Cc1ccc(CNC(=O)CCS(=O)(=O)c2cc3c(cc2C)NC(=O)CO3)cc1 ?
GRK2 inh: 0; MEX-5 binding: -2.8; MCL1 BIM primary: 2; Yeast superoxide: 76; CIT2-GFP yeast: 109; VLA-4 inh: -13; AGP1 TOR yeast: 108; Bcl-xL primary: 3; GLD-1 TGE inh: 2

How did CC1C=CCC2C(=O)N(c3cccc(C(=O)NCc4ccccc4)c3)C(=O)C12 (centres undefined) do in these assays?
GRK2 inh: 9; MEX-5 binding: -3.8; MCL1 BIM primary: 8; Yeast superoxide: 111; CIT2-GFP yeast: 110; VLA-4 inh: 11; AGP1 TOR yeast: 98; Bcl-xL primary: 8; GLD-1 TGE inh: 11

How did c1cncc(Nc2nc(-c3ccncc3)cs2)c1 do in these assays?
GRK2 inh: 2; MEX-5 binding: -0.1; MCL1 BIM primary: 11; Yeast superoxide: 79; CIT2-GFP yeast: 95; VLA-4 inh: 6; AGP1 TOR yeast: 90; Bcl-xL primary: 6; GLD-1 TGE inh: 9

Results for CCN(CC)c1ccc(NC(=O)COC(=O)c2ccc3ccccc3n2)cc1 ?
GRK2 inh: 3; MEX-5 binding: -0.8; MCL1 BIM primary: -3; Yeast superoxide: 109; CIT2-GFP yeast: 92; VLA-4 inh: 16; AGP1 TOR yeast: 97; Bcl-xL primary: -6; GLD-1 TGE inh: 4

How did O=C(NC1CCCC1)c1ccc(Cl)c(S(=O)(=O)N2CCCCC2)c1 do in these assays?
GRK2 inh: 1; MEX-5 binding: 0.6; MCL1 BIM primary: 4; Yeast superoxide: 92; CIT2-GFP yeast: 96; VLA-4 inh: -6; AGP1 TOR yeast: 98; Bcl-xL primary: 9; GLD-1 TGE inh: 0

How did COc1ccc(/C=C/C(=O)Nc2cccc(C(C)=O)c2)cc1 do in these assays?
GRK2 inh: 88*; MEX-5 binding: -0.1; MCL1 BIM primary: 2; Yeast superoxide: 89; CIT2-GFP yeast: 94; VLA-4 inh: 5; AGP1 TOR yeast: 93; Bcl-xL primary: 1; GLD-1 TGE inh: -3

Results for COc1ccc(S(=O)(=O)N2CCOCC2)cc1NC(=O)CSc1nnc(NC2CC2)s1 ?
GRK2 inh: 0; Yeast superoxide: 104; CIT2-GFP yeast: 104; VLA-4 inh: -4; AGP1 TOR yeast: 102; GLD-1 TGE inh: 3

Results for CC(C)(C)[C@H]1C=C(C(=O)NCc2ccccc2)O[C@@H](OCCCCO)C1 ?
GRK2 inh: 1; MEX-5 binding: -0.8; MCL1 BIM primary: 9; Yeast superoxide: 97; CIT2-GFP yeast: 97; VLA-4 inh: 0; AGP1 TOR yeast: 83; Bcl-xL primary: 2; GLD-1 TGE inh: 5

How did Cc1ccc(C)c(NC(=S)NC2CC3CCC(C2)N3Cc2ccco2)c1 (centres undefined) do in these assays?
GRK2 inh: 2; MEX-5 binding: 0.8; MCL1 BIM primary: 7; Yeast superoxide: 111; CIT2-GFP yeast: 89; VLA-4 inh: 17; AGP1 TOR yeast: 97; Bcl-xL primary: 6; GLD-1 TGE inh: 2

Results for O=C(COc1ccc(Br)cc1)N1CCNC1=O ?
GRK2 inh: 1; MEX-5 binding: 1.5; MCL1 BIM primary: 5; Yeast superoxide: 93; CIT2-GFP yeast: 102; VLA-4 inh: -7; AGP1 TOR yeast: 96; Bcl-xL primary: 0; GLD-1 TGE inh: -5

How did Cc1cccc(N2CCN(C(=O)c3ccc4c(c3)NC(=O)C(CSCc3cccc(F)c3)N4)CC2C)c1 (centres undefined) do in these assays?
GRK2 inh: 1; MEX-5 binding: 0.0; MCL1 BIM primary: -58; Yeast superoxide: 108; CIT2-GFP yeast: inconclusive; VLA-4 inh: -25; AGP1 TOR yeast: inconclusive; Bcl-xL primary: -50; GLD-1 TGE inh: -73

Results for CC(OC(=O)CCC(=O)c1cccs1)C(=O)NC1CCCCC1C (centres undefined) ?
GRK2 inh: 1; MCL1 BIM primary: -6; Yeast superoxide: 106; CIT2-GFP yeast: 90; VLA-4 inh: -4; AGP1 TOR yeast: 93; Bcl-xL primary: -6; GLD-1 TGE inh: 4

Results for CC1(NC(=O)Cc2c(Cl)cccc2Cl)CCS(=O)(=O)C1 (centres undefined) ?
GRK2 inh: 1; MCL1 BIM primary: -5; Yeast superoxide: 109; CIT2-GFP yeast: 94; VLA-4 inh: 22; AGP1 TOR yeast: 91; Bcl-xL primary: -2; GLD-1 TGE inh: 2

What do the screens show for `CC(=O)NC(Cc1cccc(C)c1)C(=O)NC1CCN(c2ncccc2[N+](=O)[O-])CC1` (centres undefined)?
GRK2 inh: 0; MEX-5 binding: 0.6; MCL1 BIM primary: 3; Yeast superoxide: 112; CIT2-GFP yeast: 100; VLA-4 inh: -6; AGP1 TOR yeast: 97; Bcl-xL primary: 2; GLD-1 TGE inh: -3

How did Cc1ccccc1NS(=O)(=O)c1ccc2[nH]cc(C(=O)N(C)Cc3ccco3)c(=O)c2c1 do in these assays?
GRK2 inh: 27; MEX-5 binding: -0.8; MCL1 BIM primary: 12; Yeast superoxide: 91; CIT2-GFP yeast: 102; VLA-4 inh: 3; AGP1 TOR yeast: 103; Bcl-xL primary: 8; GLD-1 TGE inh: -2

Results for COc1cccc(CNS(=O)(=O)c2cc3c(cc2C)NC(=O)CO3)c1 ?
GRK2 inh: 0; MEX-5 binding: -0.2; MCL1 BIM primary: -1; Yeast superoxide: 111; CIT2-GFP yeast: 114; VLA-4 inh: 15; AGP1 TOR yeast: 107; Bcl-xL primary: 2; GLD-1 TGE inh: 0

No enrichment for hits; 2.1% or so of the library scored in one or more.
